PMI act satM6P: human PMI activators, high substrate, primary screen, biochemical, fluorescence intensity, near-saturating mannose 6-phosphate. Mannose-6-phosphate isomerase (Homo sapiens), P34949. coupled PMI enzyme assay, resazurin fluorescence, 20 min; hits give high values; 1 = untreated enzyme, 0 = substrate-free blank. activation factor at 20 µM. hit rate 0.34% among 190,000;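 active means activation factor of 2 or more at 20 µM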
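assay system = human phosphomannose isomerase with PGI, G6PDH, diaphorase coupling enzymes | quantity = 15 ng/mL PMI | incubation = enzyme reaction with compound 20 min at room temperature | medium = HEPES pH 7.4 buffer with MgCl2 and Tween-20 | compound dosing = one concentration, 20 µM, in 1% DMSO | measured by = Diaphorase-driven resazurin-to-resorufin fluorescence, excitation 544, emission 590 nm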
TNAP inh noacc: human TNAP enzyme inhibitors, primary screen, biochemical, luminescent, no phosphate acceptor, uHTS | Alkaline phosphatase, tissue-nonspecific isozyme (Homo sapiens), P05186 | purified TNAP, CDP-star luminescence, 30 min | inhibition, % at 20 µM | hit rate 0.26% among 200,000;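 active means tissue-nonspecific alkaline phosphatase inhibition above about 50% at 20 µM in the single-dose screen, limit read from the data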;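 further: 0% = DMSO negative control and 100% = EDTA positive control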
Target sequence (P05186 whole entry, looked up): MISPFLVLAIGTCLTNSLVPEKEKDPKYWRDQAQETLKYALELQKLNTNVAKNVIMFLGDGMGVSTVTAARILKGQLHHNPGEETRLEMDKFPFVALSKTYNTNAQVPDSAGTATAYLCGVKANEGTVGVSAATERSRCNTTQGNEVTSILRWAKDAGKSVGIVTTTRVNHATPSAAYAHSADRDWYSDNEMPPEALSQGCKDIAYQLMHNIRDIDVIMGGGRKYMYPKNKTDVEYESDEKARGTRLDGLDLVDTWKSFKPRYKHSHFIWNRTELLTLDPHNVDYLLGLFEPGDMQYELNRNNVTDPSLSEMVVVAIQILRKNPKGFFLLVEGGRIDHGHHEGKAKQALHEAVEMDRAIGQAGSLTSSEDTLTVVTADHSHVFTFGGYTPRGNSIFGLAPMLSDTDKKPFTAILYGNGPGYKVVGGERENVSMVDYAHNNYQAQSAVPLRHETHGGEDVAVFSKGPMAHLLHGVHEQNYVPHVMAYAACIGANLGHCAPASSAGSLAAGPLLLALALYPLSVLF
PMI act: activators of human PMI, primary screen, biochemical, fluorescence intensity, near-Km mannose 6-phosphate; Mannose-6-phosphate isomerase (Homo sapiens), P34949; purified human PMI, coupled resazurin fluorescence, 20 min; hits give high values; 1 = vehicle control, 0 substrate-free wells; activation factor at 20 µM; hit rate 0.005% among 190,000;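 active means activation factor of 2 or more at 20 µM, relative to plate controls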
TNAP inh hi DEA: human TNAP enzyme inhibitors, primary screen, biochemical, luminescent, high phosphate acceptor level, uHTS | inhibition, % at 20 µM | hit rate 0.03% among 200,000 | Alkaline phosphatase, tissue-nonspecific isozyme (Homo sapiens), P05186 | purified TNAP, CDP-star luminescence, 1 M DEA;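 active means over 50% inhibition of tissue-nonspecific alkaline phosphatase at 20 µM in the single-dose screen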;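 further: plate controls were DMSO wells for no effect and EDTA-quenched wells as full inhibition for full effect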
NF-kB expr up: activators of NF-kB expression in neurons, primary screen, cell-based, HTS; human neuronal cells, NF-kB reporter expression; hits give high values; fold change at 12.5 µM; hit rate 1.6% among 190,000; AID 1239, 2008; in the data active means fold change above about 3.3
bIAP activator: bovine intestinal alkaline phosphatase activators, primary screen, biochemical, bovine IAP, CDP-star luminescence | activation factor at 20 µM | hit rate 0.17% among 200,000 | purified bovine IAP, 30 min; hits give high values; fold of DMSO-control signal, blank-subtracted | alkaline phosphatase, intestinal [Bos taurus];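 active means activation factor of 2 or more at 20 µM, a signal rise over negative controls twice the positive control's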
FLuc act counter: FLuc activators, initial screening, artefact control for FLuc-dependent activation tests, biochemical, ATPlite luminescence. ATPlite luciferase biochemical, 10 min; 0 = ATP-free wells, 1 = DMSO control. activation factor at 10 µM. Luciferin 4-monooxygenase (Photinus pyralis), P08659. 200,000 tested, under 10 active;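 active means luciferase activation factor, scaled between plate controls, of at least 2 with compound at 10 µM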
Target sequence (P08659 whole entry, looked up): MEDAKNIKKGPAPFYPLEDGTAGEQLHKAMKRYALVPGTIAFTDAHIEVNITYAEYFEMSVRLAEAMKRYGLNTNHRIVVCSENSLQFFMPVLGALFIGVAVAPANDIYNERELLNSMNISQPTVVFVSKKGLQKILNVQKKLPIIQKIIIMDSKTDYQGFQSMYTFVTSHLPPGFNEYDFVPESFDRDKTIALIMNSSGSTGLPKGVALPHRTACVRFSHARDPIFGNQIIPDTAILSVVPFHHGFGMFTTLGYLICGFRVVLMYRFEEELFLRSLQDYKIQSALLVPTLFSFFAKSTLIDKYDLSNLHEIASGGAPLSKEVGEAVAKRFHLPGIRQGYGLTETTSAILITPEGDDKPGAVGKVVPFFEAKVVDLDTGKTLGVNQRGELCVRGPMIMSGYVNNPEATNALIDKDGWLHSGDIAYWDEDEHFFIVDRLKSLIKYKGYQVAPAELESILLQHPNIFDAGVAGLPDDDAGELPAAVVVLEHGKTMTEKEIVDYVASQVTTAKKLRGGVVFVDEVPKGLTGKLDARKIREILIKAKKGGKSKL
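Assay system: Luciferase/luciferin detection reagent, cell-free biochemical luciferase assay / Also added: ATP substrate / Schedule: 10 min at ambient temperature / Measured by: luminescence measurement of luciferase light output / Benchmarks: low control with PBS replacing ATP, high control enzyme plus ATP without compound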
TNAP act hi DEA: TNAP activators at high phosphate acceptor level, primary screen, biochemical, luminescence, uHTS. purified TNAP, CDP-star luminescence, 1 M DEA, 30 min; hits give high values; 0 = EDTA background, 1 = DMSO-only activity. activation factor at 20 µM. 200,000 tested, under 10 active;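 active means activation factor at least 2 at 20 µM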
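Test system – human TNAP · Doses – 20 µM single point · Incubation – 30 min, room temperature · Signal – luminescent substrate turnover signal · Read-out basis – activation factor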
FLuc inh counter: firefly luciferase enzyme inhibitors, primary screen, artefact control for luciferase-based inhibitor screens, biochemical, luminescence, ATPLite | hit rate 1.5% among 200,000 | inhibition, % at 10 µM | Luciferin 4-monooxygenase (Photinus pyralis), P08659 | 10 min | AID 1006, 2008;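 active means inhibition above about 50% when tested at 10 µM, limit read from the data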
APP 5'UTR act: activators of APP 5'UTR luciferase reporter, primary screen, SH-SY5Y cells | hit rate 1% among 190,000 | SH-SY5Y APP 5'UTR luciferase reporter, luminescence; zero percent = DMSO vehicle wells | activation, % at 2 µM | AID 1276, 2008;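 active means activation above a set limit, based on mean plus 3 SD of controls, cut at about 140% in these data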; further: values of inactives mirror those of a sister screen read the other way
Active calls of the source: *; x = no result given.

SMILES | PMI act satM6P | TNAP inh noacc | PMI act | TNAP inh hi DEA | NF-kB expr up | bIAP activator | FLuc act counter | TNAP act hi DEA | FLuc inh counter | APP 5'UTR act
COCCCNC(=O)C1CCN(S(=O)(=O)N(CC(C)C)CC(C)C)CC1 | 1 | -2.4 | 1.1 | -2.3 | 1.31 | 1 | 1.1 | 1 | -10.5 | 1.0
CC(=O)c1ccc(N2CCN(C(=O)c3ccco3)C(C)C2)c(F)c1 (stereo not given) | 0.9 | -11.2 | 0.8 | -0.9 | 1.51 | 0.9 | 1.1 | 1 | -8.3 | -0.8
Cn1cccc1/C=C1\SC(=O)N(c2ccc(O)cc2)C1=O | 0.9 | -13.8 | 0.9 | 3.0 | 1.59 | 1.3 | 0.7 | 1 | 25.3 | 12.6
Cn1c(=O)n(C)c2cc(/C=N/NC(=O)c3ccc(Cl)cc3Cl)ccc21 | 0.9 | -10.5 | 1 | -3.8 | 1.09 | 1 | 1 | 1 | -1.2 | 8.2
CC(=O)/C(=N/Nc1ccccc1)N1CCOCC1 | 1 | -12.0 | 0.9 | -1.5 | 1.08 | 0.9 | 1 | 1 | -3.7 | -2.6
CN1C(=O)S/C(=C\c2ccc(-n3cncn3)cc2)C1=O | 0.9 | -11.2 | 0.9 | -4.7 | 1.03 | 1.1 | 1 | 1 | -1.2 | 6.3
CN(CCc1cn[nH]c1)Cc1nc(C(c2ccccc2)c2ccccc2)no1 | x | -5.0 | x | -4.1 | 0.85 | 1.3 | 1 | 1 | -2.1 | -8.1
O=C(NCc1ccc(Cl)cc1)C1=Cc2cc(Cl)ccc2OC1 | 0.8 | -9.3 | 0.8 | -1.7 | 1.26 | 0.9 | 1.1 | 1 | -6.8 | -7.5
O=C(Nc1ccccc1)c1cccnc1N1CCOCC1 | 1.2 | -12.1 | 1.1 | -4.1 | 0.88 | 0.8 | 1 | 1 | -4.5 | 10.9
Cc1cccc(C(=O)NCCc2n[nH]c(=S)n2C)c1 | 1 | -1.5 | 1 | -0.5 | 1.07 | 1.2 | 1 | 1 | -0.8 | 9.0
CCCCCCc1nc2ccccc2c(=O)n1NC(=O)c1c(O)c2c(n(CC(C)C)c1=O)CCCC2 | 1.1 | -5.6 | 1 | -5.2 | 0.66 | 1.1 | 1 | 1.1 | -3.0 | 12.7
COc1ccc(C2SCCN2C(=O)c2ccc([N+](=O)[O-])cc2)cc1 (stereo not given) | 0.9 | -11.1 | 0.9 | -2.9 | 1.56 | 0.9 | 1 | 1 | -2.0 | 8.8
O=C(Nc1ccc2c(c1)OCCO2)c1coc2ccccc2c1=O | 0.9 | 10.2 | 1 | 5.5 | 0.47 | 0.9 | 0 | 0.9 | 97.1* | 12.8
O=C(O)c1nc(-c2ccccc2)n(-c2ccc(Cl)cc2)n1 | 1 | -9.4 | 1 | -2.1 | 0.98 | 0.9 | 1 | 1 | -3.8 | 7.1
Cc1ccc2cc(S(=O)(=O)NCCCC(=O)O)ccc2c1 | 1.1 | -13.4 | 1 | -6.1 | 1.24 | 0.9 | 1 | 1.1 | -2.3 | 0.7
COc1ccc(C(=O)NN(C)c2nc(-c3ccccc3)nnc2C(F)(F)F)cc1 | 1 | -11.8 | 1 | -5.6 | 1.21 | 1 | 1 | 1.1 | 0.1 | -11.0
O=C(CSc1nnc(-c2ccccc2Cl)o1)N1CCCCC1 | 0.9 | -11.9 | 0.9 | -3.5 | 2.16 | 0.9 | 1 | 1 | 4.3 | 44.9
CC(Oc1cccc(Cl)c1)C(=O)NCc1ccc(S(N)(=O)=O)cc1 (stereo not given) | 0.9 | -5.7 | 0.9 | -2.1 | 1.12 | 0.9 | 1.1 | 1 | -6.7 | -3.4
CCOC(=O)N1CCN(S(=O)(=O)c2ccc3c(c2)CCN3C(=O)CC)CC1 | 1 | -19.3 | 1 | -4.5 | 0.95 | 0.9 | 1.1 | 1 | -5.9 | -0.9
COc1ccccc1C(=O)Nc1ccc2c(c1)nc1n2CCSC1 | 0.7 | 67.6* | 0.9 | 2.4 | 1.93 | 1 | 0.2 | 1 | 78.2* | 130.5
CN(C(=O)C1CCN(S(=O)(=O)c2cccs2)CC1)c1ccccc1 | 1.1 | -12.3 | 1.1 | -3.4 | 1.01 | 1 | 1 | 1 | -1.9 | 8.5
CCOC(=O)CCCNS(=O)(=O)c1c(C)ccc2nsnc12 | 1 | -6.1 | 1 | 5.1 | 0.97 | 0.9 | 1 | 0.9 | -2.8 | -6.9
COc1ccc(C(=O)NCC2OCCc3ccccc32)cc1OC (stereo not given) | 1 | -0.5 | 1 | -3.7 | 1.08 | 1.2 | 1 | 1 | -3.0 | 4.6
COc1ccc(-n2cnnc2SCC(=O)Nc2cccnc2Cl)cc1 | 1 | -3.1 | 1.3 | 3.1 | 1.2 | 1.1 | 0.9 | 1 | 5.3 | 1.0
Cc1ccc(OCC(=O)N(Cc2ccccc2)C2CCS(=O)(=O)C2)c([N+](=O)[O-])n1 (stereo not given) | 1.1 | -10.8 | 0.9 | 3.8 | 1.02 | 0.7 | 1.1 | 1 | -5.9 | -22.7
CC(Sc1nnnn1C)C(=O)Nc1ccc(Oc2ccccc2)cc1 (stereo not given) | 1 | -9.2 | 1 | -1.4 | 1.03 | 1.1 | 1 | 1 | -2.8 | -3.7
CCc1ccc(NC(=O)c2cc(-c3ccco3)on2)cc1 | 1 | -2.3 | 1.1 | -2.7 | 2.64 | 1 | 0.8 | 1 | 24.0 | -6.2
CSC1=NCCN1C(=O)Cc1ccc(-c2ccccc2)cc1 | 1 | -5.5 | 1 | -1.3 | 1.41 | 1.1 | 0.9 | 1 | 13.7 | 19.4
O=C(O)C1C2C=CC(C2)C1C(=O)NCCc1ccccc1 (stereo not given) | 0.9 | -7.6 | 0.9 | 0.3 | 1.05 | 0.9 | 1.1 | 1 | -6.6 | 21.7
C[C@@H](O)c1nc2ccccc2n1N | 1 | 3.2 | 1 | -1.1 | 1.23 | 0.9 | 1 | 1 | -0.9 | 9.1

Pulled by structure from above, 2 records:
SMILES | PMI act satM6P | TNAP inh noacc | PMI act | TNAP inh hi DEA | NF-kB expr up | bIAP activator | FLuc act counter | TNAP act hi DEA | FLuc inh counter | APP 5'UTR act
CC(Sc1nnnn1C)C(=O)Nc1ccc(Oc2ccccc2)cc1 (stereo not given) | 1 | -9.2 | 1 | -1.4 | 1.03 | 1.1 | 1 | 1 | -2.8 | -3.7
COc1ccc(C(=O)NCC2OCCc3ccccc32)cc1OC (stereo not given) | 1 | -0.5 | 1 | -3.7 | 1.08 | 1.2 | 1 | 1 | -3.0 | 4.6

Five compounds from above, showing only NF-kB expr up and APP 5'UTR act.
Molecule | NF-kB expr up | APP 5'UTR act
CCOC(=O)CCCNS(=O)(=O)c1c(C)ccc2nsnc12 | 0.97 | -6.9
COc1ccc(C(=O)NCC2OCCc3ccccc32)cc1OC (stereo not given) | 1.08 | 4.6
COc1ccc(-n2cnnc2SCC(=O)Nc2cccnc2Cl)cc1 | 1.2 | 1.0
Cc1ccc(OCC(=O)N(Cc2ccccc2)C2CCS(=O)(=O)C2)c([N+](=O)[O-])n1 (stereo not given) | 1.02 | -22.7
CC(Sc1nnnn1C)C(=O)Nc1ccc(Oc2ccccc2)cc1 (stereo not given) | 1.03 | -3.7

Following part:
SMILES | PMI act satM6P | TNAP inh noacc | PMI act | TNAP inh hi DEA | NF-kB expr up | bIAP activator | FLuc act counter | TNAP act hi DEA | FLuc inh counter | APP 5'UTR act
O=C(N/N=C/c1ccc[nH]1)c1ccccc1O | 0.7 | -13.0 | 1.1 | -5.4 | 1.31 | 1 | 0.4 | 1.1 | 61.8* | 40.0
N#Cc1c(C(F)(F)F)cc(=O)[nH]c1SCC(=O)O | 1 | -5.3 | 1.1 | -3.1 | 0.98 | 1 | 1 | 1 | -2.6 | 13.4
O=C(c1ccccc1-c1nc2ccccc2[nH]1)N1CCCCC1 | 0.9 | -8.0 | 1 | -2.5 | 1.06 | 1 | 1 | 1 | -4.1 | -5.7
COc1ccc(-c2cc(=Nc3ccc(C(=O)O)cc3)c3cc(C)ccc3o2)cc1 | 1 | -7.7 | 1.1 | -4.7 | 3.03 | 1 | 0.4 | 1 | 58.4* | 209.4*
Cc1ccccc1CN1N=C(/C=C/c2ccccc2)CCC1=O | 0.9 | -7.1 | 1 | -0.6 | 0.94 | 1 | 1 | 1 | 1.0 | 4.5
O=S(=O)(Nc1ccc2c(c1)OCO2)c1cccs1 | 0.7 | -8.5 | 0.9 | -3.8 | 1.14 | 1 | 1.1 | 1 | -7.2 | 3.9
O=C(NNc1ccccc1[N+](=O)[O-])Nc1ccccc1 | 1.1 | -3.1 | 1 | 4.2 | 1.33 | 0.8 | 1 | 1 | -2.6 | 24.0
O=C(O)[C@@H]1CSC2(CCSC2)N1 (stereo not given in full) | 1 | -7.8 | 1 | -3.4 | x | 1.1 | 1 | 1 | -3.2 | x
Cc1ccc(C(=O)CSc2nnc(CNc3nc(-c4ccccc4)cs3)n2C)cc1 | 1 | -4.7 | 1 | -6.2 | 0.66 | 1.2 | 1.1 | 1.1 | -7.6 | 12.7
Cc1ncoc1C(=O)NCc1ccccc1Cl | 1 | -10.3 | 1 | -5.3 | 0.98 | 0.9 | 1.1 | 1.1 | -6.5 | -0.4
CCC(=O)Nc1c(S(=O)(=O)c2ccccc2)c2nc3ccccc3nc2n1C(C)c1ccccc1 (stereo not given) | 0.7 | -4.5 | 0.9 | 2.2 | 0.78 | 1.7 | 1 | 1 | -2.5 | 1.0
CCCc1nc2c(sc3nc4c(cc32)COC(C)(C)C4)c(=O)o1 | 1.7 | -9.7 | 1.6 | -5.1 | 1.06 | 1.1 | 1 | 1.1 | -4.3 | -7.2
CC(C)(C)c1ccc(C(=O)NC(=S)Nc2sc3c(c2C#N)CCC3)cc1 | 0.9 | 12.2 | 0.9 | 6.6 | 0.65 | 0.9 | 0.9 | 0.9 | 10.4 | -1.4
Cc1ccc(S(=O)(=O)N2CCN(c3ccc([N+](=O)[O-])c(Sc4nncn4C)c3)CC2)cc1 | 1 | 4.2 | 0.9 | 12.7 | 1 | 0.8 | 1 | 0.9 | -4.6 | -9.4
COC(=O)c1ccc2c(=O)n(CCN3CCOCC3)c(SCC(=O)C(C)(C)C)nc2c1 | 1.1 | -8.1 | 1 | -0.8 | 0.93 | 1 | 1 | 1 | -4.4 | 1.6
Cc1csc(NC(=O)CSc2nnc(CCNC(=O)c3ccc(Cl)c(Cl)c3)n2C)n1 | 1.1 | -5.4 | 0.6 | -3.1 | 0.88 | 1 | 1 | 1 | -4.9 | 22.8
Clc1ccc(CSc2nnc(NC3=NCCCCC3)s2)cc1 | 0.9 | -4.2 | 1 | -2.4 | 1.38 | 1 | 1 | 1 | -1.6 | 2.4

Source: PubChem BioAssay (several laboratories)
